# Compound activity: PubChem BioAssay, National Center for Advancing Translational Sciences (NCATS)
# TDP1 cell noCPT = qHTS for Inhibitors of human tyrosyl-DNA phosphodiesterase 1 (TDP1): qHTS in cells in absence of CPT; DT40 Tdp1-/- hTDP1 cells, no CPT, ATP luminescence, 48 h; Potency, µM (doses to about 46.2 µM), without a hit: at the top dose activity change, negative = growth inhibition, actives largely listed as inhibitors; hit rate 15% among 420,000; AID 686978, 2013; also: nearly all actives have a fitted effect of over 55% in size
#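 Luminescent ATP content (CellTiter-Glo) served as the growth readout. Knockout chicken DT40 cells expressing human TDP1 were exposed to compounds without camptothecin for a minimum 48 hr at 37 °C.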
# GCN5L2 inh = qHTS Assay for Inhibitors of GCN5L2 | Histone acetyltransferase KAT2A (Homo sapiens), Q92830 | GCN5L2 HAT assay, ThioGlo1 CoA-SH fluorescence | Potency, µM (series often up to 58.9 µM), inactives show top-dose activity change, negative = inhibition, usual class: inhibitors | hit rate 0.21% among 390,000 | AID 504327, 2011
#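 GCN5L2 (20nM final) in 50mM HEPES, 0.1mM EDTA pH 7.5, 0.01% Tween-20 was preincubated 15 min at room temperature with compound, then given ThioGlo1 (50uM), H3(1-25) peptide (75uM) and acetyl-CoA (70uM); CoA-thiol fluorescence (Ex340/Em540) was read at 0 and 20 min.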
# TDP1 block = qHTS Assay for Inhibitors of Tyrosyl-DNA Phosphodiesterase (TDP1); Tyrosyl-DNA phosphodiesterase 1 (Homo sapiens), Q9NUW8; recombinant TDP1, AlphaScreen DNA substrate cleavage; Potency, µM (highest dose often 130 µM), for the others: at the top dose activity change, negative = inhibition, hits mostly inhibitors; hit rate 0.28% among 350,000; also: nearly all actives have a fitted effect of over 40% in size
# Target sequence (Q9NUW8 whole entry, looked up): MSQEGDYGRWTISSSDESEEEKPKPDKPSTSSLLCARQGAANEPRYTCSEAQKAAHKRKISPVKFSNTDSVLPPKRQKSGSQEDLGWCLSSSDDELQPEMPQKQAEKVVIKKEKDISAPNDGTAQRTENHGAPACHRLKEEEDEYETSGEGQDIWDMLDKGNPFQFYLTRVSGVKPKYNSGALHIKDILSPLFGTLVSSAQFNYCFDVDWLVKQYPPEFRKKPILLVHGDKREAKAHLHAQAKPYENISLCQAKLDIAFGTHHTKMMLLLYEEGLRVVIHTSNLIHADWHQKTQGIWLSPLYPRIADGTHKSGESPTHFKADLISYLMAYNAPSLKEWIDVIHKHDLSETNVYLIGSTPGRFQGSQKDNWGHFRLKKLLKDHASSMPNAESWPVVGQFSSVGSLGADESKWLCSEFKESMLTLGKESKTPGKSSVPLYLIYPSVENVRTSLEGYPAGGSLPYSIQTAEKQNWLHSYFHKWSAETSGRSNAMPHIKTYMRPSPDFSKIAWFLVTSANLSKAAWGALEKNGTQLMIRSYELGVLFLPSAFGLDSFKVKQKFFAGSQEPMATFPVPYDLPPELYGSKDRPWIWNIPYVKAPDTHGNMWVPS
#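 AlphaScreen read-out: signal falls as enzyme removes the 3' tyrosine-FITC from a 5'-biotinylated DNA oligo (15 nM, 5 min, RT). Enzyme was E. coli-made recombinant Tdp1 at 1 nM, exposed to compound for 15 min beforehand; beads 10 ug/ml, 10 min.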
# * hit, by the source's call; ? = inconclusive; . = no result given; [ ] = dose if it differs, or a comment. Calls follow the shape of the dose curve; as a rule, active = well fitted curve in the direction sought with a large enough effect; inconclusive = small, poorly fitted or top-dose-only effect, or another doubt; inactive = no such curve, though single readings can be large; an effect the other way counts as inactive or inconclusive. % is scaled to controls: 0 for no effect and ±100 for the full control effect; potency is read from the fitted curve at half-maximal effect. This is a subset (hit frequency here may not be typical).
SMILES	TDP1 cell noCPT	GCN5L2 inh	TDP1 block
C[C@H](CO)N1C[C@H](C)[C@@H](CN(C)S(C)(=O)=O)Oc2ccc(NC(=O)Nc3ccccc3)cc2C1=O	-3.9%	4.6%	-3.4%
CC12CCC(C(=O)N(CC(O)CN3CCCCC3)C1=O)C2(C)C (stereo unspecified)	-12.5%	0.5%	-3.2%
CSc1nnc2c(n1)OC(c1ccsc1)N(C(C)=O)c1ccccc1-2 (stereo unspecified)	-5.0%	-23.8%	-1.1%
COC(=O)c1ccc(-n2nc(C(F)(F)F)c3c2-c2ccoc2CC3)cc1	-19.5%	-1.6%	2.5%
CCCCOC(=O)c1ccc(NC(=S)NC(=O)c2c(Cl)cnn2C)cc1	16.4µM*	-1.5%	4.3%
CC1(NC(=O)c2ccccc2)CCN(CCCc2ccccc2)C1=O (stereo unspecified)	4.61µM*	-4.5%	-1.6%
O=C(Cc1ccc(O)cc1)NCCNC(=S)NCc1ccccc1	-21.7%	1.1%	5.1%
Cn1c(=O)c2c(nc(Oc3ccc4c(c3)OCO4)n2Cc2ccc(F)cc2)n(C)c1=O	-14.1%	1.5%	0.0%
COC(=O)[C@@]1(Cc2ccc(F)cc2)[C@H]2c3cc(C(=O)N(C)C)n(Cc4cc(C)n(C)n4)c3C[C@H]2CN1C(=O)c1ccccc1	?	.	15.3%
COc1cccc(NC(=O)COc2ccc(N3CC(C(=O)NCC(C)C)CC3=O)cc2)c1 (stereo unspecified)	-2.5%	-0.9%	-2.3%
COc1ccccc1NS(=O)(=O)c1ccc(Cl)c(NC(=O)C(C)N2C(=O)c3ccccc3C2=O)c1 (stereo unspecified)	-12.7%	-4.6%	-0.6%
CC1=CC2=NC(=O)/C(=C/c3coc4ccc(Cl)cc4c3=O)C(=N)N2O1	-22.4%	-9.4%	7.1%
COc1ccc(C2C3(C#N)C(N)=NC(OC)(OC)C23C#N)cc1 (stereo unspecified)	?	-6.5%	3.7%
OCCn1c(SCCOc2ccccc2)nc2ccccc21	-8.5%	-2.1%	-1.5%
CCCn1c(N)c(N(CCOC)C(=O)c2ccc(F)cc2F)c(=O)[nH]c1=O	-13.0%	0.6%	.
O=C(Nc1ccc(N2CCN(C(=O)c3ccccc3)CC2)cc1)c1ccc2c(c1)OCCO2	?	-3.4%	-0.1%
O=P(O)(O)OC[C@H](O)CO	-1.5%	-2.5%	0.0%
CN(Cc1ccccc1)c1nc2c(c(=O)n(C)c(=O)n2C)n1CCSc1ncccn1	18.4µM*	-9.3%	2.1%
CC(C)c1ccc(NC(=O)N2CCOCC2)cc1	17.1%	-28.7%	-0.2%
Fc1cccc(Cl)c1COc1ccc(-c2nnco2)cc1	-11.1%	-0.4%	.

# Molecules above with a Cl atom:
SMILES	TDP1 cell noCPT	GCN5L2 inh	TDP1 block
CCCCOC(=O)c1ccc(NC(=S)NC(=O)c2c(Cl)cnn2C)cc1	16.4µM*	-1.5%	4.3%
COc1ccccc1NS(=O)(=O)c1ccc(Cl)c(NC(=O)C(C)N2C(=O)c3ccccc3C2=O)c1 (stereo unspecified)	-12.7%	-4.6%	-0.6%
CC1=CC2=NC(=O)/C(=C/c3coc4ccc(Cl)cc4c3=O)C(=N)N2O1	-22.4%	-9.4%	7.1%
Fc1cccc(Cl)c1COc1ccc(-c2nnco2)cc1	-11.1%	-0.4%	.

# Continuation.
SMILES	TDP1 cell noCPT	GCN5L2 inh	TDP1 block
CCOc1ccc(-c2c(C)nn3c(C)c(C(=O)NCc4ccc(C)o4)cnc23)cc1OCC	?	-1.9%	5.8%
CC1CCC(C(C)C)C(OC(=O)CSc2nccc(=O)[nH]2)C1 (stereo unspecified)	-26.8%	-15.3%	-3.0%
Cc1ccc(NC(=O)c2ccc(S(=O)(=O)N3CCCCCC3)cc2)nc1	?	2.2%	-2.9%
C#CCOCCOCCOCCNc1nc(N2CCN(C(=O)CCCCCCCCCCNC(=O)[C@H]([C@@H](C)CC)n3cc(CCCCN=C(N)N)nn3)CC2)nc(N2CCN(C(=O)CCCCCCCCCCNC(=O)[C@H]([C@@H](C)CC)n3cc(CCCCN=C(N)N)nn3)CC2)n1	.	-14.0%	-1.6%
CCc1nc(Nc2ccc(N3CCN(C(C)=O)CC3)cc2)c2oc3ccccc3c2n1	13µM*	-22.2%	14.7%
O=C(CCc1ccc(S(=O)(=O)N2CCOCC2)cc1)Nc1ccc(F)c(F)c1F	-21.4%	-2.7%	0.2%
O=c1c(-c2ccccc2)nc2cnc(N3CCNCC3)nc2n1Cc1ccc(F)cc1	?	17.8µM*	.
O=C(O)c1cccc(OCCN2CCCC2=O)c1	-2.1%	-1.3%	3.8%
Cc1ccc(CCSCC(=O)O)cn1	-6.8%	-1.6%	5.5%
COc1cc(-c2nnc3n2CCCCC3)cc(OC)c1OC	18.1%	-28.9%	.
COc1ccc(CCNC(=O)CSc2nn(-c3ccccc3)c(=S)s2)cc1OC	?	-3.2%	4.1%
CCCC(C(=O)O)n1c(O)c(C=C2N=c3ccccc3=N2)sc1=S (stereo unspecified)	2.8%	-4.8%	.
Cc1ccc(N2CC(C(=O)N3CCC(C(=O)NC(C)(C)C)CC3)CC2=O)cc1 (stereo unspecified)	-17.9%	-1.7%	5.1%
CC1CN(C2CCN(C(=O)COc3ccc(Cl)cc3)CC2)CC(C)O1 (stereo unspecified)	?	-5.9%	.
O=C(NCc1ccc(C(F)(F)F)cc1)C1CC(c2c(Cl)cccc2Cl)=NO1 (stereo unspecified)	?	-27.2%	3.9%
Nc1nc2c(nc(SCc3ccccc3Br)n2[C@@H]2O[C@H](CO)[C@@H](O)[C@H]2O)c(=O)[nH]1	-12.0%	4.8%	.
CCCCCc1nnc(NC(=O)C(=O)OCC)s1	12.4%	-1.4%	1.0%
CC(=O)Nc1ccc(NC(=S)NC(=O)/C=C/c2ccc(Cl)cc2)cc1	?	-7.2%	2.6%
COc1ccc(C)cc1NS(=O)(=O)c1cc2c3c(c1)CC(=O)N3CCC2	-8.8%	-6.3%	0.0%
O=C(NCCNC[C@@H](O)COc1ccc(O)cc1)N1CCOCC1	-6.1%	0.0%[21.4 µM]	2.4%

SMILES	TDP1 cell noCPT	GCN5L2 inh	TDP1 block
COc1ccc(-c2nc3cnc(N(C)C)nc3n(C)c2=O)cc1	10.2%	-15.5%	.
COc1ccc(-c2cc(C(=O)OCC(=O)NC3CC3)c3ccccc3n2)cc1	?	-4.1%	-20.0%
CCN(c1ccccc1)S(=O)(=O)c1ccc(OC)c(NC(=O)Cc2ccc(OC)c(OC)c2)c1	?	-12.7%	2.0%[56.1 µM]
Cc1ccc2oc(=O)c3cc(C(=O)NCCN4CCc5ccccc5C4)sc3c2c1	?	-2.7%	0.0%
Cc1ccc(C(c2c(C)[nH][nH]c2=O)c2c(C)[nH][nH]c2=O)cc1[N+](=O)[O-]	-18.3%	-5.3%	8.2%
COc1ccc(NC(c2nnc(-c3ccccc3)o2)c2ccccc2F)cc1Cl (stereo unspecified)	-40.9%	-4.9%	7.5%
CC(=O)Nc1ccc(-c2ccc(NC(C)=O)c(O)c2)cc1O	4.2%	0.8%	-8.6%
O=C(NCCc1ccccc1)C1(S(=O)(=O)c2ccc(Cl)cc2)CC1	4.0%	1.3%	.
Cc1cc(C)nc(NS(=O)(=O)c2ccc(NC(=O)CSc3nc4ccccc4[nH]3)cc2)n1	-50.1%	-1.6%	5.4%
O=C1Oc2ccccc2C(=O)/C1=C\N1CCN(c2ccccc2)CC1	-13.7%	-4.1%	-0.6%
COC(=O)c1ccccc1OCc1cccc(C)n1	-17.1%	-1.2%	6.3%
COc1ccccc1-c1ccc(SCc2ccc(F)cc2)nn1	-2.2%	-8.9%	-4.7%
Cc1ccccc1NC(=O)Cc1nc(COC(=O)C(NC(=O)c2ccccc2C)C(C)C)cs1 (stereo unspecified)	?	2.0%	-2.6%[56.1 µM]
COCC1CCCN(C(=O)c2ccc(OC3CCN(Cc4ccccn4)CC3)cc2)C1 (stereo unspecified)	-22.6%	-2.3%	6.0%
Cc1cc(=O)oc2cc(OC(C)C(=O)NCCCn3ccnc3)ccc12 (stereo unspecified)	16.5%	-1.7%	1.9%
COc1ccc(-c2[nH]c3ccccc3c2SCCNC(=O)c2ccc(S(=O)(=O)N(C)C)cc2)cc1	2.59µM*	-7.6%	11.8%
O=C1OC(/C=C/c2ccc(Cl)cc2)=NC/1=C/c1ccco1	-2.9%	-10.3%	-2.7%
CC(C)C(NCc1c(Cl)cccc1Cl)C(=O)O (stereo unspecified)	3.0%	-1.1%	2.8%
O=C(/C=C/c1ccccc1Cl)N(Cc1ccc(Cl)cc1)C1CCS(=O)(=O)C1 (stereo unspecified)	?	-3.7%	0.0%
COc1ccc(S(=O)(=O)Nc2ccc3c(c2)C(=O)N([C@H](C)CO)C[C@H](C)[C@@H](CN(C)C(=O)Nc2c(C)noc2C)O3)cc1	2.5%	-4.3%	-0.9%

SMILES	TDP1 cell noCPT	GCN5L2 inh	TDP1 block
CCSc1ncc(Cl)c(C(=O)N(Cc2ccccc2Cl)C2CCS(=O)(=O)C2)n1 (stereo unspecified)	14.6µM*	-5.6%	8.6%
O=C(CSc1nc(-c2cccs2)nc2cc(=O)[nH]n12)Nc1ccccc1F	-19.9%	-1.9%	.
Cc1ccc(S(=O)(=O)Nc2c(C)nn(C)c2C)cc1	-27.9%	-0.1%	2.3%
CCc1ccccc1NC(=O)Cn1c(=O)n(Cc2ccccc2)c(=O)c2c(C)c(C(=O)N(C)C)sc21	-9.2%	-0.9%	6.4%
O=C(Cn1c(-c2cccs2)cc2ccccc21)N1CCN(c2ccccc2F)CC1	?	-10.4%	3.7%
Cn1c(=O)c(C(=O)COc2ccc(C#N)cc2)c(N)n(Cc2ccccc2)c1=O	?	0.4%	4.6%
O=C(N/N=C/c1ccccn1)c1cc(-c2ccc(Br)s2)[nH]n1	?	-9.2%	.
Cn1c(=O)c(=O)n(C)c2cc(N3CCCC3)c(NC(=O)c3ccc(C(C)(C)C)cc3)cc21	?	-21.0%	-4.3%[12.3 µM]
NNC(=O)c1snnc1-c1ccccc1	-15.8%	-9.8%	-1.3%
O=C(C1CCN(S(=O)(=O)c2ccccc2F)CC1)N1CCc2ccccc21	-11.3%	1.1%	0.1%
NC(N)=Nc1nc(C2COc3ccccc3O2)cs1 (stereo unspecified)	?	18.4%	2.8%
Cc1ccc(NC(=O)Nc2nnc(Cc3ccc(F)cc3)s2)cc1	-21.2%	0.0%	.
CCn1c2c(c(=O)n3ncc(C(=O)Nc4ccc(F)cc4Cl)c13)CN(Cc1ccc(OC)cc1)CC2	23.1µM*	-0.3%	0.6%
COCCN(Cc1ccccc1)C(=O)c1c(C)nn(-c2ccccc2)c1C	-20.8%	-1.6%	4.9%
COc1cc(/C=C(\C#N)C(=O)Nc2ccc3ccccc3c2)c([N+](=O)[O-])cc1OC	-10.2%	1.2%	3.4%
CC(C)(C)C(=O)Nc1sc2c(c1C#N)CCN(Cc1ccccc1)C2	23.1µM*	?	.
O=c1cc(-c2ccccc2Cl)oc2c(NS(=O)(=O)c3ccccc3C(F)(F)F)ccc(O)c12	-11.7%	-24.7%	.
CS(=O)(=O)c1ccc(Cl)c(NC(=O)c2cc(=O)[nH]c3ccc(S(=O)(=O)N4CCOCC4)cc23)c1	-14.6%	-4.6%	.
CCc1cccc(C)c1NC(=O)c1cc2ccccc2o1	16.4µM*	-14.4%	3.1%[12.3 µM]
Cc1ccc2nc(SC(C(=O)c3ccccc3)c3ccccc3)nc(C)c2c1 (stereo unspecified)	14.6µM*	-9.4%	-1.1%

SMILES	TDP1 cell noCPT	GCN5L2 inh	TDP1 block
CCOc1cc(-c2c(C)c(C)nc(N)c2C#N)ccc1O	-6.8%	-5.6%	-4.9%
Clc1ccc(-c2nnc(-c3ccccc3)o2)cn1	1.6%	2.1%	.
CCCCCCCCCCCCCCCCCCOCC(O)CO (stereo unspecified)	-3.9%	-1.6%	2.1%
COc1cccc(C(=O)NCC(=O)NNc2ncnc(N)c2[N+](=O)[O-])c1	-0.4%	-5.1%	7.5%

# Some entries already given, showing only TDP1 block and TDP1 cell noCPT:
SMILES,TDP1 block,TDP1 cell noCPT
CCCCCCCCCCCCCCCCCCOCC(O)CO (stereo unspecified),2.1%,-3.9%
COc1cccc(C(=O)NCC(=O)NNc2ncnc(N)c2[N+](=O)[O-])c1,7.5%,-0.4%
